High-throughput results deposited in PubChem BioAssay by Southern Research Specialized Biocontainment Screening Center.
tuberculosis growth: growth inhibition of non-replicating M. tuberculosis (AID 488890). Mycobacterium tuberculosis non-replicating, growth inhibition; higher % means a stronger effect. inhibition, % at 25 µM; hits with a dose series show IC50 in µM. 0.39% of 320,000 active; in the data active means a potency from the dose series; inconclusive means inhibition mostly from about 82% at the one dose, without a potency; inactive means the rest, 99 in 100 with inhibition below about 76%;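 further: plate controls were DMSO cells for no effect and high antibiotic wells for full effect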
PhoP GFP inhibition: PhoP regulon inhibitors, Salmonella typhi PhoP promoter GFP reporter, confirmatory (AID 1850) | one-dose inhibition, % at 50 µM; IC50 in µM for titrated hits | Salmonella Typhi PhoP-promoter GFP reporter, fluorescence, 4 h; higher % means a stronger effect | 0.33% of 310,000 active; in the data active means a potency from the dose series; inconclusive means inhibition mostly from about 25% at the one dose, without a potency; inactive means the rest, 99 in 100 with inhibition below about 19%;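 further: 0% = induced wells with vehicle and 100% = uninduced wells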
H1N1 NS1A inhibition: NS1A inhibition, H1N1 influenza, cell based functional assay (AID 504329) | NS1A functional cell-based assay, percent inhibition; higher % means a stronger effect | inhibition, % at 12.5 µM; hits with a dose series show IC50 in µM | 0.3% of 340,000 active; in the data active means a potency from the dose series; inconclusive means inhibition above about 27% without an active follow-up result; further: strong numbers were not always called active
H37Rv inhibition: M. tuberculosis growth inhibition, HTS (AID 449762); M. tuberculosis H37Rv growth inhibition, 7H9 media; higher % means a stronger effect; one-dose inhibition, % at 25 µM; IC50 in µM for titrated hits; 0.59% of 330,000 active; in the data active means a potency from the dose series; inconclusive means inhibition above about 70% without an active follow-up result;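 further: bacterial growth assessed after seven days of incubation; strong numbers were not always called active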
VEEV TC-83 Vero: inhibitors of VEEV TC-83 cytopathic effect, confirmation, Vero cells (AID 588727); Vero cells, VEEV TC-83 cytopathic effect inhibition; higher % means a stronger effect; inhibition, % at 20 µM; hits with a dose series show IC50 in µM; 0.13% of 350,000 active; in the data active means a potency from the dose series; inconclusive means inhibition mostly from about 14% at the one dose, without a potency; inactive means the rest, 99 in 100 with inhibition below about 12%; further: strong numbers were not always called active
An asterisk follows results filed as active; i = inactive; ? = inconclusive; . = no result given; & = joins results of further samples.

SMILES	tuberculosis growth	PhoP GFP inhibition	H1N1 NS1A inhibition	H37Rv inhibition	VEEV TC-83 Vero
COc1ccc(CN2CCN(C3CCSCC3)CC2CCO)c(C)c1C (stereo not drawn)	4%	6%	12%	7%	0.8%
O=[N+]([O-])c1ccc(S(=O)(=O)N/N=C/c2cccs2)cc1	24%	5%	1%	0%	0.3%
COc1ccc(/C=C/c2noc(-c3ccccc3OC(C)=O)n2)cc1	-1%	7%	-12%	3%	1.2%
CC1CCN(CCCNC(=O)c2nn(C)c3c2CS(=O)(=O)c2ccccc2-3)CC1	2%	0%	-1%	0%	2.9%
Cc1cc(N2CCCCC2)nc(NCc2ccccc2)n1	8.4µM*	6%	4%	8%	0.2%
O=C1C=C(N2CCOCC2)CCC1	-5%	-13%	-3%	-4%	0.7%
O=C(N/N=C/c1cccnc1)NC12CC3CC(CC(C3)C1)C2	22%	1%	-5%	2%	4.6%
CN1\C(=C/C=C/C=C/C=[N+](C)C)C(C)(C)c2ccccc21	.	.	5.8µM*	.	i
CCNC(=O)N1c2ccccc2Sc2ccccc21	6%	-5%	-41%	11%	i
COc1ccc(OC)c(NC(=O)CCN2CCCCCC2)c1	-17%	-6%	2%	3%	2.5%
CCOCCCNC(=O)Cn1nc(Cc2ccncc2)c2ccccc2c1=O	-11%	2%	-6%	1%	2.2%
O=C(NCc1ccc2c(c1)OCO2)C1CCCN1C(=O)Nc1cccc(Cl)c1 (stereo not drawn)	-9%	-10%	4%	-5%	2.4%
CC1CCN(C(=O)CSc2nc3cccnc3n2C)CC1	12%	-8%	-2%	9%	2.3%
C=CCc1ccccc1OCCNCCCOC	3%	0%	0%	-4%	i
Cc1nn2c3ccccc3n(CCN3CCCCC3)c2nc1=O	4%	3%	14%	-5%	1.4%
CCOC(=O)C1CCCN(c2ncnc3c2cnn3-c2ccc(OC)cc2)C1 (stereo not drawn)	68%	-2%	-6%	2.3µM*	3.1%
COc1ccc(/C=C/c2ccc(=O)n(Cc3ccccc3)n2)cc1	13%	-7%	-9%	59%	7.9%
CCCNC(=O)C(=O)NCC1CCCN1CC (stereo not drawn)	0%	-2%	-4%	0%	1.2%
Cc1ccc(-c2nc(CCNC(=O)c3ccco3)cs2)cc1	24%	0%	-3%	37%	3.3%
O=C(Cn1c(-c2ccccc2)noc1=O)Nc1ccc(S(=O)(=O)N2CCOCC2)cc1	-1%	-4%	2%	-6%	i
CCc1c(C(=O)N/N=C/c2ccco2)nnn1-c1nonc1N	-1%	8%	5%	2%	0.1%
CC1=C(C/C(C)=C/c2ccccc2)/C(=C/CO)[C@H](O)[C@](C)(O)C12CC2	21%	3%	-6%	4%	6.1%
CCN(CC)S(=O)(=O)c1cc(NC(=O)C(C)Nc2ccccc2N2CCOCC2)ccc1C (stereo not drawn)	27%	6%	10%	-5%	4.4%
Cc1nnsc1C(=O)NNS(=O)(=O)c1ccccc1	-8%	3%	11%	-3%	0.6%
O=C(CSCc1ccc(Br)cc1)N1CCOCC1	-8%	-13%	-10%	-7%	i
CCc1ccc(N2CN(Cc3cccnc3)CNC2=S)cc1	20%	4%	4%	19%	0.1%
Cc1cccc(NC(=O)C(Cc2ccccc2)c2nn[nH]n2)c1C (stereo not drawn)	-8%	2%	-5%	-2%	i
COCCCN1C(=O)C(=O)/C(=C(/O)c2ccccc2)C1c1ccc(N(C)C)cc1 (stereo not drawn)	2%	-12%	-1%	-2%	0.2%
COCCNC(=O)c1c(NC(=O)c2ccc(Br)o2)n(Cc2ccccc2)c2nc3ccccc3nc12	73%	-20%	-10%	56%	0.9%
O=C(Nc1cccc(F)c1)C1CCCN(C(=O)c2ccc(Cl)cc2)C1 (stereo not drawn)	38%	.	-22%	12%	0.1%
O=C1CN(C(=O)COC(=O)c2ccc(Br)o2)c2ccccc2N1	7%	.	-13%	8%	1.1%
COc1ccc(C(=O)N2CCOC2CNC(=O)C(=O)NCc2ccc(Cl)cc2)cc1 (stereo not drawn)	32%	6%	-11%	17%	i
Cc1ccc2[nH]c(C(=O)N3CCN(C(c4ccccc4)c4ccccc4)CC3)cc2c1	-1%	-2%	0%	0%	2.8%
O=C(COc1ccccc1)N[C@@H]1c2ccccc2CC[C@@H]1O	.	.	-10%	.	0.2%
Cc1c(C)[n+](=O)c(-c2ccc(Br)cc2)c(C)n1[O-]	-12%	4%	10%	-1%	3.2%
Cc1nn(C(=O)c2cccnc2)c(C)c1Sc1ccc(Br)cc1	3%	2%	0%	11%	1.6%
CCOCCCN(C(=O)c1ccco1)C(C(=O)NC1CCCC1)c1cccc(OC)c1OC (stereo not drawn)	.	.	-4%	.	i
O=S(=O)(NCCc1csc(-c2ccc(C(F)(F)F)cc2)n1)c1ccc2c(c1)OCCO2	23%	-1%	-9%	-5%	0.4%
COc1ccc(CN2CCCCC2C)c(C)c1C (stereo not drawn)	-7%	2%	-5%	-2%	1.2%
O=C(COC(=O)c1cccc(NC(=O)c2ccco2)c1)c1ccc(Br)cc1	58%	11%	5%	-7%	3.6%
Cn1cnnc1SCC(=O)c1c[nH]c2ccccc12	3%	-12%	2%	6%	4.1%
O=C(CCNC(=O)c1ccc(Cl)cc1)NNC(=O)c1ccc(F)cc1	.	.	-13%	.	0.8%
Cc1ccc2nc(SCc3nc4cc(Cl)ccc4c(=O)[nH]3)[nH]c2c1	-9%	-4%	-3%	3%	1.1%
COc1ccccc1CN1CC(C(=O)NCc2cnn(C)c2)CCC1=O (stereo not drawn)	-10%	-7%	-6%	-6%	2.0%
CCOC(=O)c1cc2c(=O)n3cccc(C)c3nc2n(CC2CCCO2)c1=NC(C)=O (stereo not drawn)	-4%	-3%	-4%&-9%	-1%	7.9%&9.1%
Cc1ccc(S(=O)(=O)CC(C)N2CCN(C3CCCCC3)CC2)cc1 (stereo not drawn)	8%	15%	-2%	1%	i
Cc1ccc(C2=NN(CCC(=O)NCCC(C)C)C(=O)CC2)cc1	39%	-5%	.	9%	.
COc1cc(NC(=O)c2csc(N)n2)cc(C(=O)Nc2cccc(C(F)(F)F)c2)c1	8%	4%	9%	?	5.2%&5.9%
CCC(C)(C)NC(=O)C(c1cccc(OC)c1OC)N(Cc1ccc(OC)cc1)C(=O)CCC(=O)Nc1cc(C)on1 (stereo not drawn)	23%	-14%	8%	33%	0.4%
CCCCCn1c(SCCc2ccccc2)nc2c1c(=O)[nH]c(=O)n2C	7%	-1%	-7%	-2%	3.4%
The list continues.
SMILES	tuberculosis growth	PhoP GFP inhibition	H1N1 NS1A inhibition	H37Rv inhibition	VEEV TC-83 Vero
Cc1ccc(-c2csc3nc4c5ccccc5c(NCCCN(C)C)nn4c(=O)c23)cc1	?	27%	-28%	?	i
Cc1ccc2c(C)c(C(=O)N3CCN(c4cnccn4)CC3)oc2c1C	56%	-14%	0%	69%	9.3%
CC(C)=C1C2C=CC1C1C(=O)N(c3ccc4c(c3)OCO4)C(=O)C21 (stereo not drawn)	1%	-2%	-6%	0%	1.4%
Cc1ccc(S(=O)(=O)N(C)C[C@@H]2Oc3ccc(NC(=O)Cn4cnnn4)cc3C(=O)N([C@@H](C)CO)C[C@H]2C)cc1	12%	.	-8%	5%	1.9%
CCc1ccc(C(=O)COC(=O)C(Cc2ccccc2)NC(=O)c2ccc(Cl)cc2)cc1 (stereo not drawn)	5%	5%	6%	16%	1.3%
O=C(O)COc1ccc2c(c1)O/C(=C\c1cccs1)C2=O	1%	5%	13%	-10%	i
Cc1[nH]n(-c2ccc([N+](=O)[O-])cc2)c(=O)c1C=NCC1CCCO1 (stereo not drawn)	3%	0%	.	-1%	i
Clc1cc(Cl)cc(NC2=NCCS2)c1	.	6%	1%	-1%	2.8%
CCOc1cc(/C=C2\C(=O)N(Cc3ccc(C)cc3)C(C)=C2C(=O)OC)ccc1O	20%	-11%	13%	-6%	6.3%
O=C(CSc1nnc2scc(-c3ccccc3)n12)NCC1CCCO1 (stereo not drawn)	10%	-10%	-3%	0%	0.4%
COc1ccc(CCn2c(O)c(C=Nc3ccc(NC(C)=O)cc3)c(=O)[nH]c2=O)cc1OC	1%	13%	.	7%	0.3%
Cc1cc(CNC(=O)CCc2nnc(CCCCc3ccccc3)o2)nn1C	17%	-1%	-5%	-2%	i
COc1cc([N+](=O)[O-])c(OC)cc1SCc1n[nH]c(=S)n1-c1ccc(F)cc1	6%	-3%	-20%	-12%	1.8%
CCCCCCCCN1[C@@H](CC(C)=O)c2cc(C(F)(F)F)ccc2S1(=O)=O	21%	-1%	-9%	5%	i
O=S(=O)(NCCc1ccccn1)c1ccc(F)c(F)c1	-13%	1%	0%	5%	0.1%
O=C(N[C@H]1C/C=C\C[C@@H](CC(=O)N(CCO)Cc2ccccc2)C(=O)N2CCC[C@@H]2COC1=O)OCC1c2ccccc2-c2ccccc21	63%	.	0%	0%	0.5%

In another format: entries from further up
Values run as follows: tuberculosis growth | PhoP GFP inhibition | H1N1 NS1A inhibition | H37Rv inhibition | VEEV TC-83 Vero
> Cc1ccc2nc(SCc3nc4cc(Cl)ccc4c(=O)[nH]3)[nH]c2c1
 : -9% | -4% | -3% | 3% | 1.1%
> COc1ccccc1CN1CC(C(=O)NCc2cnn(C)c2)CCC1=O (stereo not drawn)
 : -10% | -7% | -6% | -6% | 2.0%
> CCOC(=O)c1cc2c(=O)n3cccc(C)c3nc2n(CC2CCCO2)c1=NC(C)=O (stereo not drawn)
 : -4% | -3% | -4%&-9% | -1% | 7.9%&9.1%
> Cc1ccc(S(=O)(=O)CC(C)N2CCN(C3CCCCC3)CC2)cc1 (stereo not drawn)
 : 8% | 15% | -2% | 1% | i
> Cc1ccc(C2=NN(CCC(=O)NCCC(C)C)C(=O)CC2)cc1
 : 39% | -5% | . | 9% | .
> COc1cc(NC(=O)c2csc(N)n2)cc(C(=O)Nc2cccc(C(F)(F)F)c2)c1
 : 8% | 4% | 9% | ? | 5.2%&5.9%
> CCC(C)(C)NC(=O)C(c1cccc(OC)c1OC)N(Cc1ccc(OC)cc1)C(=O)CCC(=O)Nc1cc(C)on1 (stereo not drawn)
 : 23% | -14% | 8% | 33% | 0.4%
> CCCCCn1c(SCCc2ccccc2)nc2c1c(=O)[nH]c(=O)n2C
 : 7% | -1% | -7% | -2% | 3.4%
> Cc1ccc(-c2csc3nc4c5ccccc5c(NCCCN(C)C)nn4c(=O)c23)cc1
 : ? | 27% | -28% | ? | i
> Cc1ccc2c(C)c(C(=O)N3CCN(c4cnccn4)CC3)oc2c1C
 : 56% | -14% | 0% | 69% | 9.3%
> CC(C)=C1C2C=CC1C1C(=O)N(c3ccc4c(c3)OCO4)C(=O)C21 (stereo not drawn)
 : 1% | -2% | -6% | 0% | 1.4%
> Cc1ccc(S(=O)(=O)N(C)C[C@@H]2Oc3ccc(NC(=O)Cn4cnnn4)cc3C(=O)N([C@@H](C)CO)C[C@H]2C)cc1
 : 12% | . | -8% | 5% | 1.9%
> CCc1ccc(C(=O)COC(=O)C(Cc2ccccc2)NC(=O)c2ccc(Cl)cc2)cc1 (stereo not drawn)
 : 5% | 5% | 6% | 16% | 1.3%
> O=C(O)COc1ccc2c(c1)O/C(=C\c1cccs1)C2=O
 : 1% | 5% | 13% | -10% | i
> Cc1[nH]n(-c2ccc([N+](=O)[O-])cc2)c(=O)c1C=NCC1CCCO1 (stereo not drawn)
 : 3% | 0% | . | -1% | i
> Clc1cc(Cl)cc(NC2=NCCS2)c1
 : . | 6% | 1% | -1% | 2.8%
> CCOc1cc(/C=C2\C(=O)N(Cc3ccc(C)cc3)C(C)=C2C(=O)OC)ccc1O
 : 20% | -11% | 13% | -6% | 6.3%
> O=C(CSc1nnc2scc(-c3ccccc3)n12)NCC1CCCO1 (stereo not drawn)
 : 10% | -10% | -3% | 0% | 0.4%
> COc1ccc(CCn2c(O)c(C=Nc3ccc(NC(C)=O)cc3)c(=O)[nH]c2=O)cc1OC
 : 1% | 13% | . | 7% | 0.3%
> Cc1cc(CNC(=O)CCc2nnc(CCCCc3ccccc3)o2)nn1C
 : 17% | -1% | -5% | -2% | i
> COc1cc([N+](=O)[O-])c(OC)cc1SCc1n[nH]c(=S)n1-c1ccc(F)cc1
 : 6% | -3% | -20% | -12% | 1.8%
